Y pestis TopoI = blocks Yersinia pestis topoisomerase I activity; Y. pestis Topo-I cleavage product accumulation, plate reader; activity, % at 10 µM; 360,000 tested, 0.064% active; AID 504884; in the data active = activity above about 50%, passing the limit was not always enough; also: inactives centre near 2
CCHF vOTU inh = CCHFV vOTU protease inhibition; AID 651958; Pep-AMC fluorescence; inhibition, % at 11.5 µM; 370,000 tested, 0.55% active; in the data active = inhibition above about 30%; also: 0% = vehicle wells with enzyme and 100% = no enzyme wells
3CLpro inhibitor = SARS-CoV 3CLpro protease inhibition; inhibition, % at 6 µM; P0C6X7; recombinant SARS-CoV 3CLpro, quenched FRET peptide cleavage; 290,000 tested, 0.14% active; in the data active = inhibition above about 12%
MazF activator = MazEF (E. coli) toxin RNase activation; 350,000 tested, 0.32% active; activation, % at 20 µM; FAM/BHQ RNA-DNA oligo cleavage fluorescence, 5 h; AID 504720; in the data active = activation above about 50%
Target sequence (P0AE70 whole entry, looked up): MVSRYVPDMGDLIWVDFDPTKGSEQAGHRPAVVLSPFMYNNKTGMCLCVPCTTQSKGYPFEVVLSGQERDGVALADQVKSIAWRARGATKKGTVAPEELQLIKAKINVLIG
DUSP3 inh = inhibitors of human VHR1 phosphatase (DUSP3); recombinant VHR phosphatase, pNPP absorbance; 290,000 tested, 0.52% active; P51452; inhibition, % at 13.3 µM; AID 1654; in the data active = inhibition above about 50%; also: some compounds called inactive have numbers as strong as hits
Target sequence (P51452 whole entry, looked up): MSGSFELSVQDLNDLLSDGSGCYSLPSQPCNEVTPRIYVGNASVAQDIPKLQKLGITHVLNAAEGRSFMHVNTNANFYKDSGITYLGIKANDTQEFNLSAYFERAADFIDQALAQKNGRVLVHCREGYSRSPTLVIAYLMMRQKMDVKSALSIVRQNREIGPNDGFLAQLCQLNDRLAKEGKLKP
Rv3671c inh = Rv3671c (M. tuberculosis) protease inhibition; 320,000 tested, 0.048% active; AID 2606; inhibition, % at 5.96 µM; P9WHR9; in the data active = inhibition above about 38%;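 also: extracellular domain of Rv3671c used as enzyme; 0% = enzyme with DMSO and 100% = no enzyme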
Target sequence (P9WHR9 whole entry, looked up, the tested form may be a part): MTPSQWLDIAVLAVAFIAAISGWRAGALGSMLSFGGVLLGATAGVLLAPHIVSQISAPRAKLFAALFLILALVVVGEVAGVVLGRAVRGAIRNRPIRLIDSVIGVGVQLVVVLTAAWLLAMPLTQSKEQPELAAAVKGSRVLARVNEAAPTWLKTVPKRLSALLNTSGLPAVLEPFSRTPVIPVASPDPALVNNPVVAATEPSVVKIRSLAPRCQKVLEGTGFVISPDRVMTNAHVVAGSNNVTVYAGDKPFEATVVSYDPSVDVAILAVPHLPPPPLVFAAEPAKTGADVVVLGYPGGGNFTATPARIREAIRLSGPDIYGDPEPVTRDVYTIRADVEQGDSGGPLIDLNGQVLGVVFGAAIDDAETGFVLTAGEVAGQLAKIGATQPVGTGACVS
TcdB GH inh = blocks C. difficile toxin B glycohydrolase activity. TcdB glycohydrolase enzymatic assay, plate reader. inhibition, % at 9.99 µM. 350,000 tested, 0.24% active; in the data active = inhibition above about 10%
PriA SSB inh = inhibitors of Klebsiella pneumoniae PriA binding to SSB C-terminal tail; AlphaScreen SSBct-PriA binding, biotinylated peptide; inhibition, % at 33 µM; 430,000 tested, 0.6% active; in the data active = inhibition mostly above about 37%, no sharp cut-off; inactive = mostly below about 20%;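 also: plate controls were negative control peptide for no effect and reference peptide for full effect; strong numbers were not always called active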
Vc quorum ag = inducers of Vibrio cholerae quorum light production without autoinducers | activation, % at 18.7 µM | V. cholerae BH1578 lux reporter, luminescence, 6 h | 350,000 tested, 0.16% active; in the data active = activation mostly above about 9.7%, no sharp cut-off; also: not every result past the cut was called active; inactives centre near 0; reference of the scale not given here
PrPC surface inh = reduces human prion protein on the cell surface; P04156; cell surface PrPC, TR-FRET read-out; inhibition, % at 13.8 µM; 370,000 tested, 0.43% active; in the data active = inhibition above about 24%; also: 0% = median of the test wells and 100% = reference compound wells
Numbers without * were called inactive; i = inactive; . = not tested or not shown. An excerpt (hit frequency here may not be typical).

canonical_smiles,Y pestis TopoI,CCHF vOTU inh,3CLpro inhibitor,MazF activator,DUSP3 inh,Rv3671c inh,TcdB GH inh,PriA SSB inh,Vc quorum ag,PrPC surface inh
CC(C)(C)NC(=O)CN(C(=O)CSc1nnc(COc2ccccc2)o1)c1cccc(F)c1,34,2,5,0,-28,-2,-0.8,0,-0.5,2
COc1ccc(CCNC(=O)c2sc(=S)n(C)c2N)cc1,4,14,2,-2,-2,5,.,-8,-0.3,-9
CCOc1ccc(Oc2cc(C)nc(SC)n2)nn1,-6,4,-3,-6,4,4,.,-5,.,2
Cc1c(C(=O)NCc2ccc3c(c2)OCO3)sc2nc(-c3ccccc3)cn12,-5,0,-4,20,9,0,3.3,-9,-2.5,4
COc1ccc(CN2C(=O)c3cccnc3C2=O)cc1S(=O)(=O)N1CCOc2ccc(C)cc21,15,3,4,8,15,4,3.5,-1,i,1
CCCn1c(=O)c2ccccc2n2c(SCC(=O)/C(C#N)=C(\C)N)nnc12,-1,-10,3,5,5,-8,0.7,.,i,6
CCN(CC)C(=O)CSc1nc(O)cc(=O)n1-c1ccccc1OC,8,.,1,-7,27,4,-0.7,-14,-0.4,.
CC(C)c1ccc(NC(=O)c2ccc(NC3=NC4CS(=O)(=O)CC4S3)cc2)cc1 (stereo unspecified),-6,8,2,17,6,4,2.1,-2,-1.3,0
Cc1ccsc1CN(C)C(=O)CCc1nnc(COc2ccccc2)o1,20,17,0,5,8,-5,0.8,-2,i,8
CCOC(=O)N1CCN(C(=O)C(NS(=O)(=O)c2cccc3nsnc23)c2ccccc2)CC1 (stereo unspecified),14,-11,-4,-2,5,-10,.,-14,-3.8,-21
O=C(CNS(=O)(=O)c1ccccc1)OCC(=O)c1ccc(OC(=O)c2ccccc2)cc1,-2,0,0,-9,30,3,.,-6,i,1
COc1ccc(Cn2cnc3c([N+](=O)[O-])c(C)c(C)cc32)cc1,16,-2,3,8,19,-1,.,0,i,11
CCC(=O)N1CCc2cc(OC)c(OC)cc2C1COc1ccccc1OC (stereo unspecified),3,-7,2,3,32,.,0.1,-6,-0.7,-4
Nc1ccn([C@@H]2O[C@H](CNCc3cnc(N4CCOCC4)nc3)[C@@H](O)[C@H]2O)c(=O)n1,1,12,.,6,.,.,-0.2,.,-0.7,4
Cc1ccccc1OCc1nc2ccccc2c(=O)n1N,7,1,3,-4,33,2,.,-11,i,-1

The list continues:
canonical_smiles,Y pestis TopoI,CCHF vOTU inh,3CLpro inhibitor,MazF activator,DUSP3 inh,Rv3671c inh,TcdB GH inh,PriA SSB inh,Vc quorum ag,PrPC surface inh
Cc1ccc(Cn2c(C)c(C(=O)NCc3ccc4c(c3)OCO4)sc2=O)cc1,25,0,.,.,.,.,0.1,.,-0.5,-2
CC(C)CC(=O)Nc1nc2ccc(S(=O)(=O)N3CCOCC3)cc2s1,-9,1,4,1,19,8,-8.5,5,.,1
Cc1ccc(C(=O)N/N=C\c2ccc3c(c2)OCO3)cn1,1,-1,1,-5,10,-1,4.4,.,i,1
CN1C(=O)C(Cc2ccc(OCc3ccccc3)cc2)C(=O)N(C)C1=O,-2,1,-3,-2,-14,-6,0.4,-6,i,0
Cc1ccc(C(=O)N2CCC(C(=O)NC3CCCC3)CC2)cc1,5,-14,2,9,30,-1,4.1,-13,-0.5,3
CC(C)C(NC(=O)c1c(F)cccc1F)C(=O)N1CCN(S(=O)(=O)c2ccc(F)cc2)CC1 (stereo unspecified),7,-2,.,-4,.,10,1.4,-11,5.9,4
N/C(=N\NC(=O)c1sccc1OCc1ccc(Cl)cc1Cl)c1ccccn1,16,12,1,24,5,2,1.5,.,-1.5,9
COCc1cc(NCc2ccc(Cl)cc2)nc(C)n1,6,5,-4,4,-18,-14,1.3,-15,-1.9,11
O=C(Cn1c(-c2ccccn2)nc2ccccc21)N/N=C/c1ccccn1,8,-5,-3,3,20,-7,0.7,.,i,0
O=C1CCCc2nc3c(cc21)C(O)Oc1c-3ccc2ccccc12 (stereo unspecified),3,-15,-4,5,8,-21,2.9,3,i,1
COc1ccc(N(CC(=O)NC2CCCC2)C(=O)Cn2nnc(-c3ccc(F)cc3)n2)cc1,25,19,-2,-4,-3,-2,2.0,-12,-0.3,-6
O=C(COC(=O)c1ccccn1)NC12CC3CC(CC(C3)C1)C2,12,-10,4,10,18,-5,.,-9,.,1
c1ccc(OCCNc2ccn3nc(-c4cccs4)cc3n2)cc1,2,5,.,.,.,.,-10,.,-0.6,6
CN(C)S(=O)(=O)c1cccc(NS(=O)(=O)c2ccc(Cl)s2)c1,6,-6,5,-8,-7,1,0.5,1,-0.3,13
C/C(Cc1ccccc1)=N\NC(=O)CCCCCC(=O)N/N=C(\C)Cc1ccccc1,-5,2,1,0,0,4,.,.,1.4,-2

(cont.)
canonical_smiles,Y pestis TopoI,CCHF vOTU inh,3CLpro inhibitor,MazF activator,DUSP3 inh,Rv3671c inh,TcdB GH inh,PriA SSB inh,Vc quorum ag,PrPC surface inh
CC(=Nc1ccc(F)cc1)c1c(O)n(C)c(=O)[nH]c1=O,1,-15,4,7,40,-4,0.4,3,0.8,3
O=C(COC(=O)c1ccc(F)cc1F)NC1CC1,6,5,4,-8,-3,-12,1.1,-11,-0.6,9
COc1ccc(-c2nc3cc([N+](=O)[O-])ccc3o2)cc1OC,2,21,3,11,11,3,-1.4,-2,i,-3
CCN(CC)c1ccc(/C=N/N2CCN(Cc3cccc4ccccc34)CC2)c(O)c1,-5,-14,1,-5,15,-2,0.1,.,-0.2,-2
O=C(O)[C@H]1CCCC[C@H]1C(=O)Nc1ccc(S(=O)(=O)N2CCOCC2)cc1,4,0,-4,3,18,6,0.8,-5,-0.2,-4
Cc1cccn2c(=O)c(/C=C(\C#N)C(=O)NC3CCS(=O)(=O)C3)c(Oc3ccccc3Cl)nc12 (stereo unspecified),28,-15,3,-28,26,-3,0.2,-10,-0.3,-6
Cc1cc(CNC(=O)Cc2c(F)cccc2Cl)nn1C,3,.,-1,1,-6,0,0.8,-1,i,.
COC(=O)c1cc(S(=O)(=O)NCC2CCN(Cc3ccc(Cl)cc3)CC2)c[nH]1,9,-6,2,9,29,-3,0.9,-5,-3.1,-14
CC(NC(=O)CSc1nc(=O)cc(N)n1-c1ccccc1)c1ccccc1 (stereo unspecified),0,1,2,4,-4,0,.,-3,-0.3,3
C[C@H]1C=C(C(=O)O)O[C@@H](OCc2ccc(CO)cc2)C1,-4,-1,.,2,.,-5,0.9,5,i,6
COc1ccc(/C=C/C(=O)OCC(=O)N2CCCCCC2)cc1OC,4,-8,.,5,.,2,1.9,-5,-1.7,-2
O=C(Nc1ccc2c(c1)C(=O)N(c1ccccc1)C2=O)c1cccs1,8,-6,-3,-14,15,-8,-0.2,-11,i,-6
COC(=O)c1ccccc1OC(=O)c1ccc(Br)o1,-7,0,5,-9,-21,9,.,-8,-1.0,1
CN(CC(=O)Nc1ccccc1Cl)C(=O)Cn1cnc2ccccc2c1=O,1,3,.,0,.,.,2.9,-11,i,-3
O=C1C(=NO)CCc2ccccc21,-3,69*,.,0,.,.,0.0,2,-0.9,-11

Continuation.
canonical_smiles,Y pestis TopoI,CCHF vOTU inh,3CLpro inhibitor,MazF activator,DUSP3 inh,Rv3671c inh,TcdB GH inh,PriA SSB inh,Vc quorum ag,PrPC surface inh
C[C@H](NC(=O)[C@@H]1CSC2c3ccccc3C(=O)N21)C(=O)NCc1c(F)cccc1Cl (stereo partly specified),-6,2,1,-4,-1,-18,0.2,-3,-0.3,6
CCCCOC(=O)Nc1ccc(S(=O)(=O)Nc2onc(C)c2C)cc1,-10,-12,-4,-7,7,-10,-0.6,-1,-0.5,-9
CC(C(=O)OCC(=O)N1CCN(c2ccccc2)CC1)N1C(=O)c2ccccc2C1=O (stereo unspecified),9,0,.,-3,.,-2,-0.9,-7,-0.3,5
N=c1c2c(-c3ccccc3)c(-c3ccccc3)n(Cc3ccco3)c2ncn1CCCn1ccnc1,10,19,2,22,-4,-5,0.5,29,-0.2,27*
O=C(O)c1ccccc1C(=O)Nc1ccc(S(=O)(=O)Nc2ccc(F)cc2)cc1,4,-4,3,2,-2,1,1.7,2,-0.5,-1
COc1ccc(CN(C)C(=O)CCN(c2ccccc2)S(=O)(=O)c2ccc(C)cc2)c(OC)c1,25,2,.,-5,.,0,2.8,9,i,12
Cc1ccc(-c2ccc(SCC(=O)N3CCCc4ccccc43)nn2)cc1,.,.,1,.,4,-10,.,26,.,.
COc1ccc(Cl)cc1N/C(N)=N/c1nc(CSc2ccc(C)cc2)cc(=O)[nH]1,-5,-10,0,-5,20,-3,.,.,i,-1
COc1ccc([C@H](OC)[C@@]2(Cc3ccc(O)cc3)N=C(N)N(C)C2=O)cc1,-1,-9,.,9,.,1,-1.1,-1,0.8,-1
O=C(COC(=O)CCNS(=O)(=O)c1cccs1)Nc1ccccc1,1,7,.,-4,.,-7,-3.0,-4,-0.4,1
Cn1c(=O)c2sccc2n2c(CCCC(=O)Nc3ccccc3)nnc12,-1,14,-12,7,6,13,1.0,-18,i,3
O=C(CSc1nnc(-c2ccncc2)n1-c1ccccc1)Nc1ccc(C(=O)O)cc1,-7,-3,-1,-20,16,10,-0.6,-16,-0.5,5
Cc1nc2ccc(Cl)cc2nc1C,0,6,2,1,23,1,0.9,-11,0.7,6
CN(CC(=O)Nc1c(Cl)cccc1Cl)C(=O)Cc1ccc(S(=O)(=O)N2CCOCC2)s1,-2,-3,-2,-2,18,0,-0.5,7,i,-4
CCOC(=O)c1c(C)n(CCOc2ccccc2)c2ccc(O)cc12,-6,16,-4,11,74,-6,0.7,-2,i,2
Nc1c(C(=O)NCC2CCCO2)c2nc3ccccc3nc2n1-c1ccccc1 (stereo unspecified),31,-130,7,6,28,6,.,-15,i,-6
CCN(CC)S(=O)(=O)c1ccc(C)c(NC(=O)CSc2nc3ccccc3[nH]2)c1,20,11,-3,3,-4,-1,0.9,2,-0.4,13
O=S(=O)(Nc1ccc(F)cc1)N1CCOCC1,8,4,-7,7,29,-15,1.8,-2,-0.1,2

3 entries from above, with each value named:
Nc1c(C(=O)NCC2CCCO2)c2nc3ccccc3nc2n1-c1ccccc1 (stereo unspecified)
  Y pestis TopoI: 31	CCHF vOTU inh: -130	3CLpro inhibitor: 7	MazF activator: 6	DUSP3 inh: 28	Rv3671c inh: 6	TcdB GH inh: .	PriA SSB inh: -15	Vc quorum ag: i	PrPC surface inh: -6

COc1ccc(/C=C/C(=O)OCC(=O)N2CCCCCC2)cc1OC
  Y pestis TopoI: 4	CCHF vOTU inh: -8	3CLpro inhibitor: .	MazF activator: 5	DUSP3 inh: .	Rv3671c inh: 2	TcdB GH inh: 1.9	PriA SSB inh: -5	Vc quorum ag: -1.7	PrPC surface inh: -2

O=C(CSc1nnc(-c2ccncc2)n1-c1ccccc1)Nc1ccc(C(=O)O)cc1
  Y pestis TopoI: -7	CCHF vOTU inh: -3	3CLpro inhibitor: -1	MazF activator: -20	DUSP3 inh: 16	Rv3671c inh: 10	TcdB GH inh: -0.6	PriA SSB inh: -16	Vc quorum ag: -0.5	PrPC surface inh: 5

Screens from PubChem.
